# Screening data from PubChem BioAssay.
# RPL19A TOR yeast – modulators of TOR pathway RPL19A-GFP in S. cerevisiae. S. cerevisiae RPL19A-GFP strain, flow cytometry, 3 h; active compounds read low. percent response vs DMSO, % at 10 µM. 0.3% of 330,000 active. AID 2025;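 active means percent response vs DMSO below 50%; inconclusive means fewer than 70 events counted for the yeast strain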;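 further: median channel GFP fluorescence of the barcoded RPL19A-GFP strain; ratio of sample median GFP to plate DMSO average so 100% = DMSO; lower means less RPL19A-GFP as with rapamycin TOR inhibition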
# CIT2-GFP yeast – alters CIT2-GFP fluorescence in TOR pathway yeast screen | S. cerevisiae CIT2-GFP strain, flow cytometry, 3 h; 100 means same as DMSO wells | GFP response vs DMSO, % at 10 µM | 0.065% of 320,000 active | AID 2029;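 active means GFP response relative to DMSO above a set limit, near the screen mean plus 3 SD, cut at about 150% in these data; inconclusive means Fewer than 70 cells measured for a yeast strain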;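 further: ratio of well median GFP fluorescence to mean of DMSO wells on the plate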
# Efflux pump inh – blocks antifungal efflux pumps in multiplex yeast assay; S. cerevisiae Candida pump triplex, Nile Red efflux; inhibition, % at 10 µM; 0.44% of 330,000 active; AID 485275;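 active means plate passing quality check with inhibition over a set limit, or well fluorescence over plate mean plus 4 SD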;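 further: Nile Red retained in pooled yeast measured as flow cytometry median fluorescence; 0% = buffer negative control and 100% = Enniatin B positive control; higher means more Nile Red kept so more efflux inhibition; some compounds called inactive have numbers as strong as hits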
# MEP2 TOR yeast – alters MEP2-GFP fluorescence in TOR pathway yeast screen. S. cerevisiae MEP2-GFP strain, flow cytometry GFP, 3 h; 100% = DMSO control level. GFP response vs DMSO, % at 10 µM. 0.51% of 330,000 active;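 active means GFP response versus DMSO above a set limit, roughly screen mean plus 3 SD, cut at about 180% in these data; inconclusive means fewer than 70 cells counted for a yeast strain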;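 further: median GFP fluorescence of the barcode-gated MEP2-GFP cells per well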
# AGP1-GFP MLPCN – modulators of TOR pathway AGP1-GFP in S. cerevisiae; S. cerevisiae AGP1-GFP multiplex flow cytometry, 3 h; GFP as percent of DMSO wells; 0.02% of 320,000 active; GFP response vs DMSO, % at 10 µM;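 active means GFP response relative to DMSO above a set limit, near screen average plus 3 SD, cut at about 150% in these data; inconclusive means fewer than 70 cells counted for the yeast strain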;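 further: median GFP channel fluorescence of the gated AGP1 strain per well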
# CR mimetic SO – yeast age-related superoxide inhibition as caloric restriction mimetic; 0.18% of 330,000 active; superoxide response (% of plate mean), % at 10 µM; S. cerevisiae aged cells, superoxide DHE fluorescence; active compounds read low;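 active means superoxide response under a set limit, about three screen SD below normal, cut at about 65% in these data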;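 further: yeast aged for seven days with compound at 30 °C before DHE staining; 100% = average MFI of all compound-treated wells on the plate with controls excluded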
# LAP4 TOR yeast – alters LAP4-GFP fluorescence in TOR pathway yeast screen; GFP response vs DMSO, % at 10 µM; 0.34% of 320,000 active; S. cerevisiae LAP4-GFP multiplex, flow cytometry GFP, 3 h; median GFP as percent of DMSO wells;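 active means GFP response vs DMSO above a set limit, about the screen mean plus 3 SD, cut at about 150% in these data; inconclusive means under 70 cell events counted for the yeast strain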
# AHR act – activates the human aryl hydrocarbon receptor; P35869; AHR-responsive luciferase reporter cells, luminescence; activation, % at 5 µM; 2.5% of 320,000 active; AID 2796; in the data active means activation above about 47%;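 further: 0% = vehicle wells and 100% = reference agonist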
# Target sequence (P35869 whole entry, looked up): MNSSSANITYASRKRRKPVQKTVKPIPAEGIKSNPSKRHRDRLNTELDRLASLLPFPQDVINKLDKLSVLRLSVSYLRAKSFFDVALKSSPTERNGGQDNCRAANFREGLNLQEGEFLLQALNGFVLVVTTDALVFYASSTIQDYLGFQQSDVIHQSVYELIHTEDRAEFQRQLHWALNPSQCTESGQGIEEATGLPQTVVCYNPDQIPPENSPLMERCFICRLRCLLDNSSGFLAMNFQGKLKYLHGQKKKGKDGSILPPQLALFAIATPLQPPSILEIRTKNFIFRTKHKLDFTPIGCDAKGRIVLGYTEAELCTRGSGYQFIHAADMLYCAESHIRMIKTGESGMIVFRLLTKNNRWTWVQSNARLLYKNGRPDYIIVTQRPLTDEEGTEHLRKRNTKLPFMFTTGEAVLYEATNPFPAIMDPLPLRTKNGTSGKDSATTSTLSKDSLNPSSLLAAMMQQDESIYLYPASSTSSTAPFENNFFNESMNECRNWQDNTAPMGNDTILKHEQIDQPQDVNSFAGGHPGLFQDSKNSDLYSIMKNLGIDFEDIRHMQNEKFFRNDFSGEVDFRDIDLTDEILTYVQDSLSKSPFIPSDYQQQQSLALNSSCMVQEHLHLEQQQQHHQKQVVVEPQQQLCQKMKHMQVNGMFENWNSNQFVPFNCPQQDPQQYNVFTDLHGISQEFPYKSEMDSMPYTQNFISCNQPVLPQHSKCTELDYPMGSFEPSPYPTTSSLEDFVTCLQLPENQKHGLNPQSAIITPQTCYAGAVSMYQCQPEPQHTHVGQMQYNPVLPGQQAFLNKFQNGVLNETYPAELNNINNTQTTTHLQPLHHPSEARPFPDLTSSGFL
# * hit, by the source's call; ? = inconclusive; . = no result given.
# Results follow in this order: CIT2-GFP yeast	LAP4 TOR yeast	CR mimetic SO	MEP2 TOR yeast	Efflux pump inh	RPL19A TOR yeast	AGP1-GFP MLPCN	AHR act
- O=C(COC(=O)c1ccccc1[N+](=O)[O-])c1ccc2c(c1)OCO2
  93	113	94	98	-0.1	101	107	-3
- O=C(NCCn1cc(SCc2ccccc2)c2ccccc21)c1c(F)cccc1F
  97	96	108	99	-0.2	96	100	5
- Cc1cc(-n2cccn2)ccc1CN1CCN(C2CCCC2)C(CCO)C1 (configuration not stated)
  97	96	101	103	-0.1	104	107	-1
- COc1ccccc1N1CCN(C(=O)CC2NC3CCCCC3NC2=O)CC1 (configuration not stated)
  116	100	94	107	-0.1	99	100	2
- CCN(Cc1cc(=O)[nH]c2ccccc12)C(=O)c1ccc(C)cc1
  100	102	100	106	0.2	101	105	8
- C=CC[C@H](CC(=O)N(CCO)Cc1ccccc1)C(=O)NC[C@@H](OC(=O)[C@@H](CC=C)Cc1ccc(F)cc1)c1ccccc1
  103	93	109	94	0.4	106	104	1
- Cc1c(C(=O)Oc2ccc(-c3cnc4ccccc4n3)cc2)cccc1[N+](=O)[O-]
  91	97	93	113	0.0	103	98	-2
- O=C(C1CCCN(S(=O)(=O)c2cccc3nsnc23)C1)N1CCCCCC1 (configuration not stated)
  100	104	82	104	-0.1	109	103	3
- O=C1OCC(CO)(CO)N=C1NNc1ccccc1[N+](=O)[O-]
  114	95	87	104	0.3	108	107	3
- CCCCc1ccc(NS(=O)(=O)c2cccs2)cc1
  93	110	110	103	-0.1	99	104	1
- O=C(NCC(c1ccc(F)cc1)N1CCOCC1)c1cccc(Br)c1 (configuration not stated)
  114	106	96	107	0.1	101	115	3
- COc1ccc(/C=C2\SC(=S)N(NS(=O)(=O)c3ccccc3)C2=O)c(OC)c1
  102	78	110	96	0.0	103	98	.
- COc1cc2cc(C(c3nnnn3C(C)(C)C)N3CCC(C)CC3)c(=O)[nH]c2cc1OC (configuration not stated)
  95	98	100	108	-0.1	91	80	2
- O=C(Nc1ccccc1)Nc1ccc(-n2ccc(C(F)(F)F)n2)cc1
  101	105	85	98	-0.1	93	100	3
- COc1ccc(NC(=O)CCSc2ccc(C)cc2)cc1S(=O)(=O)Nc1ccccc1Cl
  102	95	87	108	0.2	102	98	1
- Cc1oc(-c2cccc(Cl)c2)nc1CSCC(=O)O
  95	105	104	100	-0.7	99	101	-4
- COCCCNC(=S)N1CCN(c2ccc([N+](=O)[O-])cc2)CC1
  110	98	102	104	0.2	108	110	-1
- Cc1nn(CCC#N)c2nc(-c3ccccc3)cc(C(F)(F)F)c12
  100	96	113	90	0.4	103	96	-8
- O=C(N/N=C/c1cccc(OC2CSC2)c1)c1ccccc1O
  95	103	108	98	0.5	96	89	37
- Cc1ccc(N(C)S(=O)(=O)c2ccc3c(c2)NC(=O)C(C)S3)cc1 (configuration not stated)
  105	95	100	102	-0.1	100	99	5
- CSc1ccccc1C(=O)Nc1nc2ccccc2c(=O)[nH]1
  96	101	95	105	0.2	96	95	4
- CCOC(=O)c1c(Nc2nc(C)c(C(=O)NC)s2)sc(C)c1C
  89	107	111	95	-0.1	98	97	25
- CCOc1ccc(/C=N/NC(=O)c2nnn(-c3nonc3N)c2-c2cccs2)cc1
  108	106	93	105	0.1	108	105	3
- COC(=O)CCCC1=CC2=CC(=O)C(C)(OC(=O)c3ccc(Cl)nc3)C(=O)C2=CO1 (configuration not stated)
  94	94	100	99	0.2	97	101	3
- CC1CC(C)CN(C(=O)COC(=O)c2cc3ccccc3oc2=O)C1 (configuration not stated)
  109	88	91	97	0.0	101	96	1
- O=C(OCCN1CCOCC1)c1cccs1
  87	.	99	96	0.1	94	97	2
- N/C(Cc1ccc([N+](=O)[O-])cc1)=N\OC(=O)C(c1ccccc1)c1ccccc1
  90	105	89	99	-0.1	100	99	1
- Nc1ccc(Sc2ccccc2CC(=O)O)cc1
  104	100	103	95	-0.1	102	100	-1
- CC(C)n1c(SCC(=O)Nc2nncs2)nnc1-c1ccco1
  104	98	106	96	-0.1	99	107	0
- CC(c1ccccc1)n1c(N2CCNCC2)nc2c1c(=O)[nH]c(=O)n2C (configuration not stated)
  103	97	94	102	-0.1	102	106	.
- O=C(CCCN1CCc2[nH]c3ccc(F)cc3c2C1)c1ccc(F)cc1
  97	84	107	105	0.3	103	97	3
- COc1cc([N+](=O)[O-])ccc1N
  101	98	109	102	-0.1	102	99	1
- CSc1ccccc1NC(=O)CN(C)CC(=O)NCc1ccccc1
  103	86	112	96	0.1	100	101	0
- Cc1cccc(C(=O)OC(C)C(=O)NC(=O)NC2CCCCC2)c1O (configuration not stated)
  96	108	103	103	0.0	105	107	0
- O=C(C1CCCN(S(=O)(=O)c2cc(Cl)ccc2Cl)C1)N1CCCC1 (configuration not stated)
  99	95	120	104	0.3	106	102	1
- Cc1nc(NC(=O)c2cccnc2)ccc1Br
  104	110	87	101	0.0	103	.	-2
- CC(=O)Oc1ccc(-c2cccc(C(=O)Oc3ccccc3)c2)cc1
  96	97	97	102	-0.1	.	97	4
- CN(C)S(=O)(=O)c1ccc(N)c([N+](=O)[O-])c1
  96	91	103	108	-0.1	108	103	.
- O=C1c2oc3ccc(Br)cc3c(=O)c2C(c2cccc(F)c2)N1CCO (configuration not stated)
  97	93	113	97	-0.1	96	95	-2
- Cc1ccc(O)c(C(=O)c2cnn(-c3ccc(S(=O)(=O)N4CCOCC4)cc3[N+](=O)[O-])c2)c1
  100	88	86	88	0.3	97	99	-3
- CN1CCN(C(=O)CN(Cc2ccccc2)S(C)(=O)=O)CC1
  91	99	95	98	0.1	95	95	-3
- COc1ccc(N2CCN(CCNC(=O)Nc3cc(Cl)ccc3Cl)CC2)cc1
  106	103	107	107	-0.3	107	104	.
- CC(=O)Nc1ccc(S(=O)(=O)NCCC(=O)NNC(=O)c2ccccc2O)cc1
  105	94	98	89	0.1	94	99	17
- CC(C)Oc1ccc2nnnn2n1
  88	98	96	97	0.0	98	96	9
- COC(=O)c1ccc(OCc2cc(=O)n3ccsc3n2)cc1
  108	108	110	109	-2.7	99	101	1
- Cc1ccc(C)c(NC(=O)CSc2nc(=O)n(CCN3CCOCC3)c3c2CCCC3)c1
  109	115	82	103	0.0	101	110	0
- Cc1cc(C)n2nc(C(=O)Nc3ccc(S(=O)(=O)N(C)C)cc3)nc2n1
  98	97	100	102	-0.2	102	101	-2
- COc1ccc2c(c1OC)C(=O)N(c1cccc(/C=C/C(=O)O)c1)C2
  96	93	112	103	0.0	102	89	0
- O=C(Cc1ccc(F)cc1)Nc1nnc(SCC(=O)N2CCCCC2)s1
  106	105	102	112	-0.1	104	108	7
- CN(CC(=O)Nc1ccc(N2CCOCC2)cc1)C(=O)c1cc2c(s1)CCCC2
  104	103	110	113	-0.3	96	100	1
- COc1ccc(C)cc1NC(=O)c1cc2ccccc2o1
  95	98	97	112	0.0	95	95	11
- O/N=C/CCn1c(=S)sc2ccccc21
  100	105	99	103	0.2	98	103	4
- CCOCCCNC(=S)Nc1ccc2nc(N3CCCC3)cc(C)c2c1
  94	88	87	98	0.0	97	96	9
- NNC(=O)/C=C/c1ccc(Cl)cc1Cl
  108	114	94	134	-0.1	110	105	20
- O=C(CSc1ccc(-c2ccco2)nn1)Nc1ccccc1F
  86	83	103	90	-0.5	100	88	0
- O=C(c1cccn2c(=O)c3cc(Cl)ccc3nc12)N1CCOCC1
  95	105	100	105	0.0	98	99	91*
- CCOc1ccc2ccccc2c1/C=N/n1cncn1
  89	105	92	93	-0.1	96	96	33
- Cc1cc(C(=O)CSc2nnnn2-c2ccccc2)c(C)n1CC1CCCO1 (configuration not stated)
  95	.	89	109	0.0	96	102	5
- CC(=O)N1CCc2cc(S(=O)(=O)N3CCCCC3C)ccc21 (configuration not stated)
  92	82	105	90	-0.1	92	91	2
- C=CCNc1nc(Nc2ccc([N+](=O)[O-])cc2)nc(OCC)n1
  86	91	86	98	0.2	94	95	4

# (next part)
# Results follow in this order: CIT2-GFP yeast	LAP4 TOR yeast	CR mimetic SO	MEP2 TOR yeast	Efflux pump inh	RPL19A TOR yeast	AGP1-GFP MLPCN	AHR act
- O=C(O)COc1ccc(/C=N/n2c(COc3ccccc3)nc3ccccc3c2=O)cc1
  102	94	117	90	0.1	100	97	6
- CCN(CCNC(=O)C1CCN(Cc2nc(-c3ccc(Cl)cc3)oc2C)CC1)c1ccccc1
  96	98	103	101	-0.1	103	113	-1
- CCN(CC(=O)NCc1ccc(Cl)cc1)C(=O)c1ccc(S(=O)(=O)N(C)C)cc1
  100	93	102	88	-0.4	93	96	3
- CC(C)CC(NC(N)=O)C(=O)OCC(=O)N(Cc1ccccc1)Cc1ccccc1 (configuration not stated)
  107	104	104	107	-0.1	101	104	6
- COc1cccc(C(=O)Nc2ccccc2NC(=O)c2cccc(OC)c2)c1
  99	95	105	100	0.2	100	97	7
- CC(Oc1ccc(-c2ccccc2)c(F)c1)c1ccn(S(=O)(=O)c2ccc(Br)cc2)n1 (configuration not stated)
  97	101	101	99	-0.1	97	103	3
- O=C(CSc1nnc2sc3ccccc3n12)NCc1ccco1
  95	99	94	149	0.0	95	98	11
- CCn1c(SCC(=O)N2CCCC2)nc2ccccc2c1=O
  97	100	117	112	0.3	99	101	-1
- Cc1cccc(N2CCN(C(=O)CC(NC(=O)c3ccccc3Cl)c3ccccc3)CC2)c1C (configuration not stated)
  94	103	96	97	0.1	101	102	-2
- CN1CCc2c(sc(NC(=O)c3ccc(S(=O)(=O)N4CCCCCC4)cc3)c2C(N)=O)C1
  102	98	98	104	0.1	103	103	-3
- Cc1c(NC(=S)NC(=O)c2ccc(Cl)cc2)c(=O)n(-c2ccccc2)n1C
  98	99	92	92	-0.2	95	103	0
- COc1cc(Br)c(CCNC(=O)Cc2ccccc2)cc1OC
  90	96	83	102	0.0	84	?	-1
- Cc1cc2nccc(-c3ccc(F)cc3)n2n1
  101	96	108	100	-0.2	107	96	24
- CCc1cc(CNC(=O)C2CCC(=O)N(CCc3ccc(OC)cc3)C2)on1 (configuration not stated)
  100	100	95	101	-0.6	105	103	2
- Cc1ccc2cccc(OCC(=O)Nc3cccc(S(=O)(=O)N4CCCC4)c3)c2n1
  113	111	97	111	-0.2	114	114	-1
- C=CCNc1nc2c(c(=O)n(C)c(=O)n2C)n1CC(=C)C
  102	91	96	105	-0.2	99	102	2
- COc1ccc(NC(=O)CC2SC(=Nc3ccccc3)NC2=O)c(OC)c1 (configuration not stated)
  104	106	85	109	0.3	98	103	-1
- COc1ccc2[nH]c(-c3ccc(C)cc3)cc(=O)c2c1
  99	103	100	91	-0.1	105	89	42
- CCOc1cccc(-c2nnc3sc(COc4ccccc4)nn23)c1
  .	125	95	110	-0.2	112	107	8
